RNase H inhibition – RNase H inhibition, HIV 1 Gag Pol polyprotein, FRET biochemical assay, screening (AID 372); HIV-1 RT RNase H, FRET RNA/DNA substrate fluorescence; higher % means a stronger effect; inhibition, % at 10 µM; hits with a dose series show IC50 in µM; hit rate 0.77% among 100,000; in the data active = inhibition above about 50%
Numbers without * were called inactive. The list is partial; rates above refer to the full screens.

SMILES	RNase H inhibition
Cc1ccc(C)c(C2C(C#N)=C(N)OC3=C2C(=O)CCC3)c1 (stereo not given)	4.0%
O=C(Nc1nnc(C(c2ccccc2)c2ccccc2)s1)Nc1ccccc1F	37.0%
Cc1cc(/C=C2\C(=O)NC(=S)N(c3ccc(Cl)cc3Cl)C2=O)c(C)n1-c1ccc(Br)cc1	16.0%
Oc1ccc2ccccc2c1C=Nc1ccc(Cl)c(Cl)c1	22.0%
COc1c(O)ccc(/C=C2\SC(=S)NC2=O)c1[N+](=O)[O-]	20.0%
CCC1CCCCN1Cc1c(O)ccc2c(=O)c(-c3ccccc3OC)coc12 (stereo not given)	0.0%
CC(C)COc1ccc(C(=O)Nc2ccc(-c3nc4ccccc4o3)cc2)cc1	64.0%*
CCOc1cc(-c2ccc(OC)c(OC)c2)cc(=O)c2c(C)oc(C)c12	6.0%
C#CCOc1ccc(C=C2C(=O)N(C)C(=S)N(C)C2=O)cc1Br	21.0%
Cc1ccc(-c2cc3nc(-c4ccccc4)cc(C)n3n2)cc1	1.0%
CNC(=O)CC1Sc2ccccc2NC1=O (stereo not given)	5.0%
COc1ccc(NS(=O)(=O)c2ccc(Cl)cc2)cc1Cl	9.0%
O=c1sc2ccccc2n1COc1ccccc1	6.0%
Cc1[nH]n(-c2ccccc2)c(=O)c1/C=N/c1nnc(-c2ccc(Cl)cc2Cl)s1	9.0%
S=C(Nc1ccc2c(c1)oc1ccccc12)Nc1cccc2ccccc12	27.0%
CCOC(=O)C1=C(C)N=c2s/c(=C\c3cc(Cl)ccc3O)c(=O)n2C1c1cc(OC)ccc1OC (stereo not given)	10.0%
CNCCOc1nc(-c2ccccc2)cc(-c2ccccc2)n1	26.0%
CCOc1cc(C2C(C(=O)OC)=C(C)N(C)C(C)=C2C(=O)OC)ccc1OC(C)=O	7.0%
COc1ccc(N2C(=O)/C(=C\c3cn(C)c4ccccc34)SC2=S)cc1	20.0%
N#C/C(=C/C=C/c1ccccc1)c1nc(-c2cc3c(ccc4ccccc43)oc2=O)cs1	6.0%
COc1ccccc1N(CC(=O)Nc1ccc(Br)cc1)S(=O)(=O)c1ccccc1	2.0%
O=C1CC(c2ccccc2)CC2=C1C(c1ccc(Cl)c([N+](=O)[O-])c1)Nc1ccccc1N2 (stereo not given)	17.0%
Cc1ccc(OCC(O)CN2C(C)(C)CC(O)CC2(C)C)c(C)c1 (stereo not given)	10.0%
CCOc1ccc(S(=O)(=O)N(CC(=O)Nc2ccc3c(c2)OCO3)c2ccc(C)cc2)cc1	8.0%
CC1(C)CC(NC(=S)Nc2cccc(Cl)c2)CC(C)(C)N1	0.0%

The list continues.
SMILES	RNase H inhibition
CCCc1nc2c(nnn2Cc2ccccc2)c(=O)[nH]1	0.0%
Cc1ccc(N2C(=O)SC(Nc3ccc(Br)cc3)C2=O)cc1 (stereo not given)	15.0%
COc1cc(C2C(C(=O)Nc3cccc(C)n3)=C(C)NC3=C2C(=O)CC(C)(C)C3)cc(OC)c1OC (stereo not given)	7.0%
Cc1ccc(S(=O)(=O)NC(=O)Nc2ccc(C)c(F)c2)cc1	4.0%
O=C(C[n+]1cccc(C(=O)N/N=C/c2ccc(OCc3ccccc3)cc2)c1)c1ccccc1	19.0%
CCOC1(C)C(=O)c2ccccc2N1Nc1ccccc1C(=O)CC (stereo not given)	31.0%
Cc1c(O)ccc2c3c(c(=O)oc12)CCC3	0.0%
CCOc1cccc(NC(=O)/C(C#N)=C\c2ccc(O)cc2)c1	11.0%
COc1ccc(CNCc2ccc([N+](=O)[O-])cc2)cc1	5.0%
Oc1ccc(/C=N\Nc2cc(N3CCOCC3)nc(N3CCOCC3)n2)c(O)c1	8.0%
CCOC(=O)C1=C(C)N=c2s/c(=C/c3cc(OC)c(OC)c(OC)c3)c(=O)n2C1c1c(OC)ccc2ccccc12 (stereo not given)	0.0%
COCCOC(=O)C1=C(C)NC2=C(C(=O)CC(C)(C)C2)C1c1ccc(Cl)cc1 (stereo not given)	4.0%
Cc1ccc(NC(=O)c2oc3ccc(Cl)cc3c2C)c([N+](=O)[O-])c1	3.0%
Cc1cc(NC(=O)c2ccncc2)no1	3.0%
O=C(Nc1cccc(C(F)(F)F)c1)c1ccc(-c2cccc(Cl)c2)o1	10.0%
O=C(Nc1ccc(F)cc1)Nc1nnc(CCCOc2ccc(Cl)cc2Cl)s1	32.0%
C(=N\Nc1nncc(-c2ccccc2)n1)/c1ccco1	7.0%
O=S(=O)(Nc1cc(Cl)ccc1Cl)c1ccc2ccccc2c1	0.0%
COc1cc([N+](=O)[O-])ccc1N=CC1=C(O)c2ccccc2C1=O	0.0%
CCOC(=O)c1c(NC(=O)c2cc([N+](=O)[O-])ccc2Cl)sc2c1CCC2	0.0%
COC(=O)CN1C(=O)/C(=C/c2ccc(OCc3ccccc3Cl)c(OC)c2)SC1=S	4.0%
Cc1ccc(NC(=O)C2CC=CCC2C(=O)O)c(C)c1 (stereo not given)	14.0%
CCCCN1C(=O)C(=O)/C(=C(\O)c2ccc(Cl)cc2)C1c1cccc([N+](=O)[O-])c1 (stereo not given)	0.0%
Cc1ccc(S(=O)(=O)NC(Cc2ccccc2)C(=O)NCCc2c[nH]c3ccccc23)cc1 (stereo not given)	11.0%
Cc1ccn2c(NC(=O)c3ccco3)c(-c3ccccc3)nc2c1	9.0%

2 of these compounds, reformatted.
Structure | RNase H inhibition
O=C(C[n+]1cccc(C(=O)N/N=C/c2ccc(OCc3ccccc3)cc2)c1)c1ccccc1 | 19.0%
CCOC1(C)C(=O)c2ccccc2N1Nc1ccccc1C(=O)CC (stereo not given) | 31.0%

An excerpt from above in order of heavy-atom count, low to high:
SMILES	RNase H inhibition
Cc1ccc(S(=O)(=O)NC(=O)Nc2ccc(C)c(F)c2)cc1	4.0%
COc1cc([N+](=O)[O-])ccc1N=CC1=C(O)c2ccccc2C1=O	0.0%
CCCCN1C(=O)C(=O)/C(=C(\O)c2ccc(Cl)cc2)C1c1cccc([N+](=O)[O-])c1 (stereo not given)	0.0%

Other structures follow:
SMILES	RNase H inhibition
O=C1c2ccccc2C(=O)N1CC(=O)N1CCCc2ccccc21	8.0%
Cc1ccc(C(C)C)c(OCC(=O)Nc2ccc(C)cc2[N+](=O)[O-])c1	7.0%
Cc1nn(-c2ccccc2)c(N2CCCCC2)c1C=O	4.0%
CCOc1ccc(C(=O)Nc2ccc3oc(-c4ccc(OC)c(Cl)c4)nc3c2)cc1	7.0%
Cc1cc2nc3s/c(=C\c4cc5c(cc4Br)OCO5)c(=O)n3c2cc1C	5.0%
Cc1ccccc1C=Nc1ccc(Cc2ccc(N=Cc3ccccc3C)cc2)cc1	28.0%
CN1C(=O)C(O)(CC(=O)c2cccs2)c2ccccc21 (stereo not given)	0.0%
Cc1ccccc1NC(=S)NC(NC(=O)/C=C/c1ccccc1)C(Cl)(Cl)Cl (stereo not given)	0.0%
O=C(N/N=C/c1cccs1)c1cc(C23CC4CC(CC(C4)C2)C3)[nH]n1	20.0%
O=C(CN1C(=O)S/C(=C\c2ccc(Cl)cc2Cl)C1=O)Nc1cc([N+](=O)[O-])ccc1O	38.0%
O=C(N/N=C/c1ccccc1Cl)C1CC1	1.0%
O=C1C2CCCCC2C(=O)N1c1nc2ccccc2s1 (stereo not given)	8.0%
COc1ccccc1/C=N/NC(=O)C(C)Sc1nc(C)cc(C)n1 (stereo not given)	14.0%
CN(C)c1cccc(C(=O)N2CCN(c3cccc(Cl)c3)CC2)c1	13.0%
COc1ccc(Cn2c(=S)[nH]c3c(c2=O)C2(CCCCC2)Cc2ccccc2-3)cc1	14.0%
CCCCCC(=O)NNS(=O)(=O)c1c(C(C)C)cc(C(C)C)cc1C(C)C	17.0%
COc1ccc(/C=C(\C#N)c2nc(-c3ccc(Cl)cc3Cl)cs2)cc1O	29.0%
COC(=O)C1=CN(CC2CCCO2)C=C(C(=O)OC)C1c1ccccc1Br (stereo not given)	11.0%
O=C(CC(c1ccccc1)c1ccccc1)NCC1(c2ccccc2)CCOCC1	6.0%
O=C(Nc1cccc(F)c1)C1CC(=O)N(c2ccc(F)cc2)C1 (stereo not given)	5.0%
O=C(CSc1nnnn1-c1ccccc1)Nc1ccc(Br)cc1	0.0%
CCc1ccc2oc(-c3ccc(NC(=S)NC(=O)c4oc5ccccc5c4C)cc3)nc2c1	3.0%
O=C(Nc1ccccc1)Nc1ccc(/C=C/c2ccccc2)cc1	0.0%
O=C(c1cc2nc(-c3ccc([N+](=O)[O-])cc3)cc(C(F)(F)F)n2n1)N1CCCc2ccccc21	2.0%
CC(=O)Nc1ccc(N/C=C/C(=O)c2ccc(Br)cc2)cc1	0.0%

Additional results.
SMILES	RNase H inhibition
Cc1ccc(Cl)cc1N=Cc1cc([N+](=O)[O-])cc([N+](=O)[O-])c1O	3.0%
Cc1ccc2oc(-c3cccc(NC(=S)NC(=O)c4cccc(F)c4)c3)nc2c1	16.0%
CC(c1ccccc1C(O)(c1ccccc1)C(F)(F)F)N(C)C (stereo not given)	23.0%
O=C(Nc1ccccc1Cl)N1CCN(c2ccccn2)CC1	28.0%
CC1=CC(C)(C)N(C(=O)CSc2nc3ccccc3s2)c2cc(C)ccc21	20.0%
CCOc1ccccc1OCCCOc1ccccc1OC(C)C	13.0%
COc1ccc(C2=C/C(=C\c3ccc(OC(C)=O)cc3)C(=O)O2)cc1	15.0%
Cc1ccc(C(=O)O/N=C(/N)c2nonc2N)cc1	0.0%
O=C(Cn1cnc2ccccc21)N/N=C/c1ccc(Cl)cc1	13.0%
CC(C)OC1=C(Cl)C(=O)c2ccccc2C1=O	15.0%
CCc1ccc(C2C(C#N)=C(SCC(N)=O)NC(C)=C2C(C)=O)cc1 (stereo not given)	10.0%
CCc1ccc2[nH]c3nc(N/N=C/c4cc(OC)c(OC)cc4OC)nnc3c2c1	6.0%
COC(=O)c1ccc(/C=N/NC(=O)C(=O)NCC(C)C)cc1	8.0%
Cc1ccc(NC(=O)c2cc([N+](=O)[O-])cc([N+](=O)[O-])c2)c(Br)c1	0.0%
Cc1ccc(NC2=CC(=O)CC(C)(C)C2)cc1F	2.0%
Cc1cc2nc(-c3ccc(Cl)c(NC(=O)c4cc(Br)ccc4Cl)c3)oc2cc1C	3.0%
O=c1c2cc(O)ccc2oc2ccc(O)cc12	26.0%
CC(NC=O)c1ccc(Br)cc1 (stereo not given)	5.0%
Cc1cc(NC(=O)c2ccc([N+](=O)[O-])cc2Cl)ccc1Br	11.0%
O=C(N/C(=C/c1ccc(Cl)cc1)c1nc2ccccc2[nH]1)c1ccccc1	7.0%
CC(C)(C)c1ccc(OCCCN2CCCC2)cc1	2.0%
Nc1nc(-c2ccc(Cl)cc2)c(-c2ccc([N+](=O)[O-])cc2)s1	11.0%
Cc1ccc(NC(=O)C(=O)NCCC(C)C)c(C)c1	2.0%
COC(=O)c1c(C)oc2ccc(NS(=O)(=O)c3ccc(Cl)c([N+](=O)[O-])c3)cc12	11.0%
CSc1ccc(S(=O)(=O)N(CC(=O)N2CCOCC2)c2ccc(C)cc2)cc1	6.0%

The list continues.
SMILES	RNase H inhibition
Cc1ccccc1NC(=O)c1ccc(CN2CCc3ccccc3C2)cc1	7.0%
O=[N+]([O-])c1ccc(C(O)CN2CCN(Cc3ccccc3)CC2)cc1 (stereo not given)	23.0%
Cc1ccsc1/C=C(/C#N)c1nc(-c2ccc(-c3ccccc3)cc2)cs1	21.0%
Cc1ccc2[nH]c(=O)c(-c3cc(-c4ccccc4)c4ccccc4n3)c(-c3ccccc3)c2c1	24.0%
Nc1ccc(N=Cc2ccc([N+](=O)[O-])cc2)cc1Br	18.0%
O=[N+]([O-])c1ccc(Cl)c(-n2ncnc2-c2cccnc2)c1	23.0%
CCN1C(=O)/C(=C\c2ccc(OCc3c(Cl)cccc3Cl)cc2)SC1=S	20.0%
O=C(CSc1nnnn1-c1ccccc1)Nc1ccc(-n2cnnn2)cc1	3.0%
CCOC(=O)C1=C(C)N=c2s/c(=C\c3ccc(OC)c(O)c3)c(=O)n2C1c1cccc(OC)c1 (stereo not given)	31.0%
COc1ccc(CN2CCc3cc(OC)c(OC)cc3C2)cc1	11.0%
Cc1ccc(C2(c3ccc(C)cc3)CC2C(=O)Nc2cc([N+](=O)[O-])ccc2C)cc1 (stereo not given)	11.0%
CCN(CC)S(=O)(=O)c1cccc(C(=O)Nc2ccc(C(C)=O)cc2)c1	17.0%
CC(C)(C)c1ccc(S(=O)(=O)Nc2cccc(NS(=O)(=O)c3ccc(C(C)(C)C)cc3)c2)cc1	29.0%
COc1ccc(/C=C/C(=O)c2ccccc2O)cc1	5.0%
O=C(NN1C(=O)/C(=C/c2ccccc2Cl)SC1=S)c1ccccc1O	1.0%
CC(=O)C(=Cc1ccc(-c2ccccc2)o1)C(C)=O	14.0%
CCOc1ccc(C2(C)CC(=O)N(C)C2=O)cc1 (stereo not given)	0.0%
O=C(Nc1nccs1)c1ccc2c(c1)C(=O)N(c1cccc(C(=O)c3ccccc3)c1)C2=O	20.0%
CCOc1ccc(N2C(=O)c3cccc4cccc(c34)C2=O)cc1	5.0%
CC1COC2C(O1)N(S(C)(=O)=O)CCN2S(C)(=O)=O (stereo not given)	7.0%
C=CCc1ccc(OCCCCOc2ccc(C=O)cc2)c(OC)c1	13.0%
O=C(NCC1CCCO1)c1cnn2c(C(F)(F)F)cc(-c3ccc4c(c3)OCO4)nc12 (stereo not given)	6.0%

Some of the entries so far, with each value named.
compound: Nc1ccc(N=Cc2ccc([N+](=O)[O-])cc2)cc1Br
  RNase H inhibition: 18.0%

compound: O=[N+]([O-])c1ccc(Cl)c(-n2ncnc2-c2cccnc2)c1
  RNase H inhibition: 23.0%

compound: CCN1C(=O)/C(=C\c2ccc(OCc3c(Cl)cccc3Cl)cc2)SC1=S
  RNase H inhibition: 20.0%

compound: O=C(CSc1nnnn1-c1ccccc1)Nc1ccc(-n2cnnn2)cc1
  RNase H inhibition: 3.0%
